Screening data as filed in PubChem.
ARFGAP1 inh: rat ARFGAP1 inhibition; Arfgap1-stimulated ARF1 GTP hydrolysis, GDP FP detection; inhibition, % at 16.5 µM; Q62848; actives 0.26% (n = 360,000);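 active = inhibition above a per-plate limit, mean inhibition of low control wells plus 3 SD, cut at about 25% in these data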;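 also: 0% = DMSO wells with enzyme and 100% = wells lacking Arfgap1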
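Repeats: one replicate per compound; assay system: rat Arfgap1 catalytic domain, aa 1-136; times: enzyme reaction 120 min at 25 °C after 20 min preincubation; detection: FP of antibody-bound GDP Alexa 633 tracer, ex 620/em 688 nm; benchmarks: high control wells lacking Arfgap1, low control full reaction with DMSO; reagent: human ARF1(Δ1-17)-GTP substrate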
SMARCA2 activ: activators of SMARCA2 function | MG213 cells, MMTV-luciferase reporter, dexamethasone, overnight | activation, % at 9.1 µM | actives 1% (n = 370,000) | AID 652017; in the data active = activation above about 7.8%;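 also: 0% = vehicle wells and 100% = reference activator wells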
ASAP1 inh: ASAP1 ArfGAP inhibition. inhibition, % at 16.5 µM. actives 0.19% (n = 360,000). ASAP1-stimulated ARF1 GTP hydrolysis, GDP FP detection. Q9ULH1; in the data active = inhibition above about 25%;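 also: 0% = vehicle with enzyme and substrate and 100% = no enzyme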
NPR2 activator: GC-B (human) receptor activation; P20594; HEK293-GC-B cells, CNP EC30, cGMP TR-FRET; 0% at EC30 CNP, 100% saturating CNP; activation, % at 10 µM; actives 0.11% (n = 370,000); AID 1920062;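 active = activation at 10 µM reaching about 35% in either raw or pattern-adjusted values, limit read from the data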
Target sequence (P20594 whole entry, looked up): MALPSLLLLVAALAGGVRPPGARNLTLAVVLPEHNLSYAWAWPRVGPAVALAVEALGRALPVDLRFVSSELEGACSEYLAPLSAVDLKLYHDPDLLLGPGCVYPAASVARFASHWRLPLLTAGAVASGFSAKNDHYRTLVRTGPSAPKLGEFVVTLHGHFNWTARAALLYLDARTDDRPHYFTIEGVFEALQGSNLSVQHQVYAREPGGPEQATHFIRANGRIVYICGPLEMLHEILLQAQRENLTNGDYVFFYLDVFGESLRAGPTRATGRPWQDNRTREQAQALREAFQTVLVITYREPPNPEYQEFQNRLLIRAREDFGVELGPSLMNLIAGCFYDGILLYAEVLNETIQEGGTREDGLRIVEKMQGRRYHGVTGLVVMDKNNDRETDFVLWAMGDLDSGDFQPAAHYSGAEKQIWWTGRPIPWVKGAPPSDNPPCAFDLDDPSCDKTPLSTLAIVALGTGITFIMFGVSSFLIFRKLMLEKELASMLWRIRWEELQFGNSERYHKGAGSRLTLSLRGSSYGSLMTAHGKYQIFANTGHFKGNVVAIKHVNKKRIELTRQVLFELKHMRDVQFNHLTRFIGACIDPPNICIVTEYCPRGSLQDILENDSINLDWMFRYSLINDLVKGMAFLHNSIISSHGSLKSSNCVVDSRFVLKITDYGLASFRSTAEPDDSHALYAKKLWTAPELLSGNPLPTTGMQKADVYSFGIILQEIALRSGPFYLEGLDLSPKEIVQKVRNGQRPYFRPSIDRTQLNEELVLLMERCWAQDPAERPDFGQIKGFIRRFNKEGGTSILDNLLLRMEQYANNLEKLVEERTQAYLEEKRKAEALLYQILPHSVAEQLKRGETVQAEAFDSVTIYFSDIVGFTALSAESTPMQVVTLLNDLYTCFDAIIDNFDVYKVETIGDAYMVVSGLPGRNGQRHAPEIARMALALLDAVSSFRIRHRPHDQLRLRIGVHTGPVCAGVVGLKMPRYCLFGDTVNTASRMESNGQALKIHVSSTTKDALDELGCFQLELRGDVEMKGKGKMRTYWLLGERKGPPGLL
PG9 binder: small molecules binding HIV-1 gp120 antibody PG9; TR-FRET gp120-PG9 antibody binding; inhibition, % at 6.7 µM; AID 624416; actives 0.43% (n = 360,000); in the data active = inhibition above about 8.5%
NPR1 activator: GC-A (human) enzyme activation; AID 1671463; actives 0.14% (n = 370,000); activation, % at 10 µM; HEK293 GC-A cells, cGMP TR-FRET, EC30 ANP; 0% at EC30 ANP, 100% saturating ANP; P16066; in the data active = activation above about 40%
rCAG RNA binder: r(CAG) repeat RNA binding | TO-PRO-1 dye displacement fluorescence | actives 1.3% (n = 370,000) | inhibition, % at 3 µM;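 active = inhibition above the plate cutoff, the mean of all test compounds on that plate plus 3 SD, cut at about 35% in these data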;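 also: 0% = DMSO alone and 100% = 100 µM mitoxantrone as full dye displacement; higher means more dye released from RNA so lower well fluorescence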
mABHD4 FP: inhibitors of mouse ABHD4; inhibition, % at 8.92 µM; purified mABHD4, FP-Rh probe fluorescence polarization; Q8VD66; actives 0.54% (n = 370,000);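 active = inhibition exceeding the mean over every tested compound plus 3 SD, cut at about 30% in these data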;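 also: 0% = plate median of compound wells and 100% = S159A mutant with DMSO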
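system = mouse ABHD4 enzyme, wild type | medium = HEPES pH 7.0, NaCl, Pluronic buffer | also added = FP-Rh probe | incubation = Enzyme–compound pre-incubation 45 min, then probe 60 min, both 25 °C | technique = fluorescence polarization, excitation 525 nm, emission 598 nm, BODIPY TMR filters | controls = S159A mutant high control, sample median low control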
HTRA1 inh: blocks human HTRA1 serine peptidase; actives 0.5% (n = 340,000); Q92743; recombinant HTRA1, FP-rhodamine activity-based probe, fluorescence polarization; inhibition, % at 5.96 µM; in the data active = inhibition above about 36%;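 also: 0% = enzyme with DMSO and 100% = wells lacking enzyme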
NR1D1 modulator: modulates human Rev-erb alpha binding to DNA; P20393; activity, % at 10 µM; Rev-erbα–FITC-DNA binding, fluorescence polarization, 90 min; AID 1259318; actives 0.79% (n = 370,000);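 active = activity above about 14%, limit read from the data; passing the limit was not always enough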;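 also: 0% = DMSO wells with 35 nM protein and 100% = DMSO wells with 750 nM protein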
* = called active by the depositor; . = not tested or not shown. Random draw from the library; any-hit rate near 4.4%.

SMILES,HTRA1 inh,NR1D1 modulator,mABHD4 FP,NPR2 activator,NPR1 activator,ARFGAP1 inh,PG9 binder,rCAG RNA binder,SMARCA2 activ,ASAP1 inh
Cc1cc(NC(=O)c2ccc3c(c2)C(=O)N(c2cccc(C)c2C)C3=O)no1,-1,-1,1,7,1,7,1.0,-4,2,2
CCOc1cc(/C=N/n2cnnc2)cc(Br)c1O,5,-3,12,2,1,-4,-6.7,1,-2,-15
Cc1c(C(O)(c2ccccc2)c2ccccc2)[n+]2ccccc2n1C,.,2,4,0,1,.,.,.,.,.
Cc1ccccc1NC(=O)CSc1[nH]c(=O)cc(C)c1C#N,-5,0,4,-3,-3,-15,0.7,16,-1,-12
Cc1ccc(N(C(=O)Nc2ccccc2)C2=NCC(C)S2)cc1 (stereo unspecified),-5,-2,4,-1,6,12,-0.5,0,4,-6
Cc1cc(=O)[nH]c(SCC(=O)NCC2CCCCC2)c1C#N,-1,-3,3,-8,2,10,-2.6,-1,4,15
Cc1oc2ccccc2c1-c1cn2c(n1)SCC2,-2,-2,1,1,0,5,-6.7,7,1,-9
COc1cc(C(=O)NNC(=O)c2ccc3c(c2)OCCO3)cc(OC)c1OC,-1,-3,-2,5,0,0,1.7,2,-2,6
Cc1nn(-c2ccccc2)c(C)c1NC(=O)COC(=O)c1ccccc1OC(F)F,2,5,-6,-2,2,5,-0.8,3,-1,10
CCOC12CC(C)(C)CC(C)(CC3=C1C(=O)CC(C)(C)C3)C2 (stereo unspecified),10,-2,-6,6,-4,14,0.7,-10,-2,8
Cc1ccc(-c2c(C(=O)O)c3ccccc3[nH]c2=O)cc1,5,-2,4,3,-3,-12,0.6,2,-2,7
CC(C)(C)c1ccc(S(=O)(=O)NNC(=O)c2cc3ccccc3[nH]2)cc1,-27,-4,-14,-6,-4,-18,-0.4,16,2,0
COc1ccc(Cl)cc1-c1cc(C(=O)NCc2ccc(C(F)(F)F)cc2)[nH]n1,.,-1,-18,7,17,-3,1.0,4,-3,24
NC(=O)c1ccc(NC(=O)COC(=O)c2ccccc2Nc2ccccc2)cc1,-1,-1,-2,-1,-6,7,-1.5,2,3,1
CC(=O)Nc1ccc(NC(=S)NC(=O)c2ccc(-c3ccccc3)cc2)cc1,.,1,-4,-12,-20,-1,0.2,0,-2,10
Cc1cccc(C(=O)N(C)c2nnc(-c3ccncc3)s2)c1,-1,5,-8,-2,-3,3,-0.2,-3,-3,-2
CC(C)CN(C(=O)CN1C(=O)NC2(CCc3ccccc32)C1=O)C1CCS(=O)(=O)C1 (stereo unspecified),11,2,4,4,1,2,0.4,3,1,-6
Clc1ccc(NC2=NCCCCC2)cc1,1,1,5,-1,3,10,-1.1,2,-5,10
CNC(=O)c1cc(C(=O)c2ccc(F)cc2Cl)c[nH]1,4,2,2,1,-5,-10,0.9,5,-1,-6
CCCCS(=O)(=O)N1CCCc2nc(-c3ccc(Br)cc3)ccc21,.,-4,-2,3,7,3,6.8,4,-4,-9
CC(=O)Nc1ccc(C(=O)N/N=C/c2ccccc2OCc2ccccc2)cc1,-53,9,-46,1,-9,7,-2.3,1,2,6
COC(=O)C1(C(=O)OC)c2ccccc2CN(S(=O)(=O)c2ccc(C)cc2)C1CC(C)=O (stereo unspecified),.,-12,-3,-5,0,-2,-0.9,0,4,-15
C=CCC[C@@H](Cc1ccc(F)cc1)C(=O)OC[C@@H](Cc1c[nH]c2ccccc12)NC(=O)[C@H](CC=C)CC(=O)N(CCO)Cc1ccccc1,-60,7,-7,-14,-4,15,-1.6,2,0,0
Cc1cccc2cc(CN(Cc3ccccc3)C(=O)N(C)C)c(=O)[nH]c12,1,-3,-1,-3,-7,9,1.1,-5,-1,-7

In another format: 2 of the compounds above
Cc1ccc(N(C(=O)Nc2ccccc2)C2=NCC(C)S2)cc1 (stereo unspecified)
- HTRA1 inh: -5
- NR1D1 modulator: -2
- mABHD4 FP: 4
- NPR2 activator: -1
- NPR1 activator: 6
- ARFGAP1 inh: 12
- PG9 binder: -0.5
- rCAG RNA binder: 0
- SMARCA2 activ: 4
- ASAP1 inh: -6
Cc1cc(=O)[nH]c(SCC(=O)NCC2CCCCC2)c1C#N
- HTRA1 inh: -1
- NR1D1 modulator: -3
- mABHD4 FP: 3
- NPR2 activator: -8
- NPR1 activator: 2
- ARFGAP1 inh: 10
- PG9 binder: -2.6
- rCAG RNA binder: -1
- SMARCA2 activ: 4
- ASAP1 inh: 15

Going on with the list.
SMILES,HTRA1 inh,NR1D1 modulator,mABHD4 FP,NPR2 activator,NPR1 activator,ARFGAP1 inh,PG9 binder,rCAG RNA binder,SMARCA2 activ,ASAP1 inh
CCOC(=O)c1c(C)c(C(=O)NCCN2CCOCC2)c(C)n1C,5,-2,.,1,9,.,.,.,.,.
C=CCN=C1S/C(=C\c2ccc(Cl)cc2)C(=O)N1CC=C,.,-7,0,5,1,-1,0.8,6,-1,-13
Cc1cccc(NC(=O)c2ccc(C(=O)c3ccccc3)cc2)n1,-13,-2,-1,2,0,14,2.2,-8,-1,9
Cc1onc(-c2ccccc2)c1C(=O)NCCc1ccncc1,-1,1,-2,-5,-1,8,-1.6,-1,7,4
Cc1ccc(/C=N/NC(=O)Cc2c[nH]c3ccccc23)c(C)c1,-14,-4,-3,-4,-3,8,-1.2,6,-4,-2
CC1CCCCC1NC(=O)CCCCCn1c(=S)[nH]c2ccsc2c1=O (stereo unspecified),-1,-4,-2,-7,4,22,1.8,1,-2,15
CC(C)CCOc1ccc(-c2c(=O)n(OCc3ccc([N+](=O)[O-])cc3)c3ccccc3[n+]2[O-])cc1,-15,7,0,-5,3,-4,-4.0,6,1,10
CC1(c2ccccc2)NC(=O)N(CC(=O)Nc2ccc(C(N)=O)cc2)C1=O (stereo unspecified),1,0,-3,1,1,-1,-0.6,5,-5,8
COCCNC(=O)NC12CC3CC(CC(C3)C1)C2,2,1,-1,3,-1,13,-1.8,2,1,3
O=C1C2C3C=CC(C4CC34)C2C(=O)N1/N=C/c1c[nH]c2ccccc12 (stereo unspecified),0,1,-2,9,2,-5,0.5,1,-2,0
O=C(COc1ccc([N+](=O)[O-])cc1)NCc1ccccc1,3,-2,2,-1,0,12,-2.4,0,-3,5
CC(C)c1ccc(NC(=O)C2CC3CCC2C3)cc1 (stereo unspecified),-12,1,-10,2,4,-5,-2.1,-3,6,8
Cc1ccc(C)c(S(=O)(=O)N2CCN(C(=O)CSC(=S)N3CCCC3)CC2)c1,-4,-5,-2,1,-1,-4,3.1,-8,-2,6
CCOc1cccc(/C=C/c2ccc3cccc(O)c3n2)c1O,-9,0,2,-7,6,-10,-0.3,20,12*,12
COc1ccccc1-n1cnc2cc(NS(=O)(=O)c3ccc(Br)cc3)ccc21,-66,4,-27,-5,-7,10,-0.8,5,-5,3
O=C(COC(=O)CNC(=O)c1sc2ccccc2c1Cl)NC1CCS(=O)(=O)C1 (stereo unspecified),4,3,2,-6,-1,-11,4.5,-3,0,7
CN(C)c1ccc(/C=N/NC(=O)c2ccc(NC(=O)c3ccccc3)cc2)cc1,-10,1,0,3,3,8,-1.3,25,-2,-1
CCOC(=O)c1cnc(-n2nc(C)cc2C)nc1Nc1cccc(C(C)=O)c1,3,-1,3,7,10,-19,0.8,3,1,0
O=C1[C@@H](c2ccccc2)[C@@H](c2ccccc2)N1c1ccccc1,.,-6,-4,-1,-1,-3,-1.3,3,2,-13
COCCCNC(=O)Cn1c(=O)n(Cc2ccc(C(=O)NCCc3ccc(OC)c(OC)c3)cc2)c(=O)c2ccccc21,1,1,2,-11,0,8,0.8,-5,-2,-1
COc1ccc(Cc2c(C(C)(C)C)nc3c(C)cc(Br)cn23)c(C)c1,.,2,8,-7,-4,20,-3.0,4,-3,17
Cc1ccc(C(=O)Nc2ccc(O)cc2C(=O)O)cc1,-1,0,5,-3,2,-4,-0.2,4,-2,10
CCn1nc(C)c(C2C(C#N)=C(N)OC3=C2C(=O)CCC3)c1C (stereo unspecified),-1,-3,10,2,-5,6,-1.1,-2,0,-2
CC(C)c1ccc(CNC(=O)C2CCCN2S(=O)(=O)c2ccccc2)cc1 (stereo unspecified),-2,3,-3,8,1,0,-1.5,-8,-5,0
NC(=O)c1ccsc1NC(=O)COC(=O)c1ccc(Cl)cc1,-15,0,-6,-3,6,-2,1.6,4,6,2
Cc1cccc(OCc2nnc(SCC(=O)N3CCc4ccccc43)n2C)c1,-1,-4,1,-3,2,-6,-0.7,-8,0,-2
O=C(NCc1ccccn1)[C@@H]1C[C@H]1[C@@H](NP(=O)(c1ccccc1)c1ccccc1)c1ccccc1,-2,1,1,-15,-20,10,-1.3,-6,1,4
CN1C[C@@H]2[C@@H]3C(=O)N(Cc4ccccc4)C(=O)[C@@H]3[C@](Cc3ccccc3)(C1=O)N2C(=O)c1ccc(Br)cc1,-3,-5,1,-20,-16,-13,-0.5,0,0,-1
COc1ccccc1Oc1nc(-c2ccccc2)cc(C)c1S(C)(=O)=O,-36,4,-16,-2,-2,2,1.6,0,-1,3
COc1ccc(C2Nc3cccc4cccc(c34)N2)cc1Br,1,0,11,2,1,2,-4.8,5,-1,8
CCOC(=O)c1cccc(NC(=O)CSc2nnc(-c3ccncc3)n2CCCOC)c1,7,-2,-3,6,-2,3,-0.5,-6,-1,-2
Cc1ccc2nc3[nH]c(=O)[nH]c(=O)c3c(N)c2c1,-1,0,4,11,20,6,0.3,7,2,8
CC(C)CCNC(=O)c1ccc(Cl)c(NC(=O)Cc2ccccc2)c1,.,-2,4,0,-4,-6,-1.9,-5,2,7
Cc1ccc2c(C(=O)CN3CCSCC3)c(C)[nH]c2c1,-8,1,-4,3,4,1,-2.4,-2,1,5
